PTHR1 ag: qHTS for PTHR1 Agonists: Primary Screen | HEK293 GP2 PTHR1 cells, GloSensor cAMP luminescence, 1 h | AID 743266, 2014 | hit rate 0.075% among 410,000 | Parathyroid hormone/parathyroid hormone-related peptide receptor (Homo sapiens), Q03431 | Potency, µM (top dose mostly 115 µM), for inactives: top-dose activation, most hits filed as activators; further: nearly all actives have a fitted effect of over 55% in size; some results filed as inactive show a strong effect at the top dose; inactives centre near -15; many of its hits are not listed in these tables
Target sequence (Q03431 whole entry, looked up): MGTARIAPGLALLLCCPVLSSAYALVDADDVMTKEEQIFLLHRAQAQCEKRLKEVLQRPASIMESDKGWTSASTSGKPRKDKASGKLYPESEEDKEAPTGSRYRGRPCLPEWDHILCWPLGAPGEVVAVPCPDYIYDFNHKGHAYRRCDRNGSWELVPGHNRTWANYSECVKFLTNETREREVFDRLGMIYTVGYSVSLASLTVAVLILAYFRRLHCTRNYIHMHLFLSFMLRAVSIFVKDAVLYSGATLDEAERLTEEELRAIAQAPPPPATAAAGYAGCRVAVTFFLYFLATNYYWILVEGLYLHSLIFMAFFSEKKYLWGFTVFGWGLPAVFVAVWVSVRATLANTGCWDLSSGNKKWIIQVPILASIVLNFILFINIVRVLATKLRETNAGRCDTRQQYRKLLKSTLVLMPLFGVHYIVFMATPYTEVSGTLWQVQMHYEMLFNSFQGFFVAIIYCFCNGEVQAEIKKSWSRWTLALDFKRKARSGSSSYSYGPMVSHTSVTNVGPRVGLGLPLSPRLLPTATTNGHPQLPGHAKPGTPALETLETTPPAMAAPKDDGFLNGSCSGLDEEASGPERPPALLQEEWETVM
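HEK-293-derived GP2 cells expressing PTHR1 and a GloSensor cAMP reporter, 3,000/well, plated overnight, given luciferin plus IBMX (each 0.5 mM as added) for 1 h at 37 °C, then compound for 1 h at 37 °C. Luminescence was read after 15 min at room temperature.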
EPAC2 ag: qHTS for Agonist of cAMP-regulated guanine nucleotide exchange factor 4 (EPAC2): primary screen. EPAC2 activation, biochemical qHTS; response scale: 100% = 6.5 mM cAMP response. Potency, µM (top dose mostly 154 µM), for inactives: at the top dose activation, hits mostly activators. hit rate 0.079% among 360,000; further: nearly all actives have a fitted effect of over 50% in size
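Readout is BODIPY fluorescence (480 nm excitation, 540 nm emission), which falls as labeled GDP is exchanged off Rap1B. EPAC2 at 100 nM acted on 250 nM RAP1B-BODIPY-GDP with 50 uM GDP present.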
EPAC1 agonist: qHTS for Agonist of cAMP-regulated guanine nucleotide exchange factor 3 (EPAC1): primary screen; EPAC1 agonist qHTS, biochemical assay; response scale: 100% = response to 6.5 mM cAMP; hit rate 0.073% among 360,000; Rap guanine nucleotide exchange factor 3 (Homo sapiens), O95398; Potency, µM (highest dose often 154 µM), inactives show top-dose activation, hits mostly activators; further: nearly all actives have a fitted effect of over 60% in size
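EPAC1 100 nM, Rap1B–BODIPY-GDP 250 nM, unlabeled GDP 50 uM; compound titration; 5 min RT; kinetic read ex480/em540 at 5-min intervals ×30 min; data normalized to 6.5 mM cAMP agonist control.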
TDP43 rescue: qHTS of TDP-43 Inhibitors. Potency, µM (top dose mostly 46.1 µM), inactives show at the top dose growth rescue (activation), actives largely listed as activators. TDP-43 expressing yeast growth rescue, BacTiter-Glo, 24 h. hit rate 1.8% among 410,000; further: % of control where 0% means no effect; nearly all actives have a fitted effect of over 50% in size
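Cell-based yeast growth screen: TDP-43 expression induced in galactose, inoculum OD600=0.02 after raffinose pregrowth to mid-log. Read-out BacTiter-Glo luminescence at 24 hr, 30 deg C; inhibition of toxicity seen as signal increase.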
aSyn yeast inh: qHTS of alpha-syn Inhibitors; Yeast expressing alpha-synuclein, growth rescue, BacTiter-Glo, 24 h; Potency, µM (doses to about 46.1 µM), for the others: at the highest dose growth rescue (activation), usual class: activators; hit rate 0.14% among 370,000; further: % of control where 0% means no effect; nearly all actives have a fitted effect of over 65% in size
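Rescue of yeast growth: cells expressing toxic alpha-synuclein, induced in galactose at OD600 0.02, incubated with compound 24 h at 30 C. ATP luminescence quantified growth; inhibitors of toxicity appear as activators.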
EPAC2 antag: qHTS for Antagonist of cAMP-regulated guanine nucleotide exchange factor 2 (EPAC2): primary screen; Rap guanine nucleotide exchange factor 4 (Homo sapiens), Q8WZA2; EPAC2 GEF exchange of Rap1B-BODIPY-GDP, fluorescence; Potency, µM (top dose mostly 114 µM), without a hit: at the top dose activity, negative = inhibition, actives largely listed as inhibitors; hit rate 0.18% among 360,000; AID 720708, 2013; further: on the % scale 0 is the no-effect control and ±100 the full control effect; nearly all actives have a fitted effect of over 45% in size; many of its hits are not listed in these tables
FUS yeast rescue: qHTS for Suppressors of FUS Proteinopathy: Primary screen using FUS-linked yeast assay; S. cerevisiae FUS-expressing, growth rescue, OD600, 24 h; Potency, µM (highest dose often 76.6 µM), for inactives: top-dose growth rescue (activation), most hits filed as activators; AID 1347120, 2019; hit rate 0.24% among 390,000;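 further: plate controls were DMSO vehicle for no effect and reference control for full effect; nearly all actives have a fitted effect of over 55% in size; some results filed as inactive show a strong effect at the top dose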
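Galactose (2%) drives FUS expression in yeast precultured in raffinose; seeding density OD 0.005. Test compounds incubated 24hr at 30C and 99% humidity before absorbance at 600 nm was measured.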
EPAC1 antag: qHTS for Antagonist of cAMP-regulated guanine nucleotide exchange factor 3 (EPAC1): primary screen. EPAC1 GEF assay, Rap1b-BODIPY-GDP exchange fluorescence. Potency, µM (titrated, usually from 115 µM), for the others: top-dose activity change, negative = inhibition, hits mostly inhibitors. hit rate 0.14% among 360,000. AID 720709, 2013;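 further: plate controls were vehicle for no effect and positive control for full effect; nearly all actives have a fitted effect of over 50% in size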
* hit, by the source's call; i = inactive; ? = inconclusive; / = not tested or not shown; [ ] = remark or other dose. The call rests on the fitted dose curve; in most records, active means well fitted curve in the direction sought with a large enough effect; inconclusive means small, poorly fitted or top-dose-only effect, or another doubt; inactive means no such curve, though single readings can be large; an effect the other way counts as inactive or inconclusive. Potency means the concentration at half of the fitted maximal effect. The list is partial; the hit share may differ from the screen's.

Screens in order – EPAC1 agonist | aSyn yeast inh | PTHR1 ag | EPAC2 antag | FUS yeast rescue | TDP43 rescue | EPAC2 ag | EPAC1 antag
Cc1nc(N2CCN(C(=O)c3cccs3)CC2)c2c3c(sc2n1)CCCC3
  -4% | 25% | -12% | ? | 55% | ? | 9% | ?
CS(=O)(=O)Nc1cccc(C2=NN(C(=O)CCCC(=O)O)C(c3cccs3)C2)c1 (configuration not stated)
  8% | -1% | -8% | -2% | 2% | -13% | 11% | 10%
CCNC(=O)CN(c1ccc(Br)c(C)c1)S(C)(=O)=O
  0% | 2% | i | -5% | -2% | -4%[9.22 µM] | -4% | 5%
O=C(NCCCN1CCOCC1)C1CC(=O)N(CCc2ccccc2)C1 (configuration not stated)
  2% | 3% | i | 4% | -3% | 13% | 5% | -5%
O=C(O)Cc1sc(Nc2cccc3ccccc23)nc1-c1ccc(F)cc1
  0% | 2% | -9% | -5% | 17% | 4% | -2% | -27%
CSc1nnc(NC(=O)c2cccc(S(=O)(=O)N3CCOCC3)c2)s1
  1% | 9% | -2% | 1% | 0% | 15% | -6% | 7%
CCCCn1c(NC(=O)c2ccccc2)nc2ccccc21
  7% | 25µM* | -6%[57.5 µM] | -5% | 5% | ? | 16% | -16%
COc1ccc(-c2nnc(COc3ccc(Br)cc3C)o2)cc1
  6% | 6% | i | -30% | 2% | 11% | 17% | -6%
CC(C)C[C@H](NC(=O)c1[nH]cnc1C(=O)Nc1ccc(Cl)cc1)C(=O)OC(C)(C)C
  -39%[inhibitor] | 18% | -30%[inhibitor] | 2% | 9% | 1% | -15% | ?
Nc1cc(C(=O)OCC(=O)NCCNC(=O)COC(=O)c2ccc(Cl)c(N)c2)ccc1Cl
  14% | -1% | 0% | 0% | 21% | -13% | 8% | -2%

Look-ups from above:
CCCCn1c(NC(=O)c2ccccc2)nc2ccccc21 in EPAC2 antag = -5%
O=C(O)Cc1sc(Nc2cccc3ccccc23)nc1-c1ccc(F)cc1 in TDP43 rescue = 4%

The list continues.
Screens in order – EPAC1 agonist | aSyn yeast inh | PTHR1 ag | EPAC2 antag | FUS yeast rescue | TDP43 rescue | EPAC2 ag | EPAC1 antag
Cc1ccc(-n2c(C)nc3oc4ccccc4c(=O)c3c2=O)cc1
  -1% | -1% | -3%[57.5 µM] | 10% | 47% | 0% | -3% | 0%
Cc1cc(Nc2cc(Cl)nc(Sc3ccc(NC(=O)C4CC4)cc3)n2)n[nH]1
  0% | / | 16% | -2% | -7% | / | 12% | ?
COc1cccc(/C=N/NC(=O)c2nnn(-c3nonc3N)c2C(C)C)c1OCc1ccc(F)cc1
  11% | -4% | -27% | 2% | 23% | -11% | 20% | -27%
C=C(C)CNC(=O)c1ccc(OC2CCN(C(=O)COC)CC2)cc1
  6% | 1% | -15% | -5% | 1% | 0% | 8% | 5%
CC(=O)c1ccc(NC(=O)c2sc3nc(N4CCOCC4)c4c(c3c2N)CCCC4)cc1
  0% | 1% | -16% | 0% | 17% | 14% | 8% | -19%
CCCNC(=O)C(Cc1ccccc1)NC(=O)Cc1ccccc1 (configuration not stated)
  -10% | -1% | 23% | 2% | -11% | -18% | -7% | -6%
N#Cc1cccc(OCC(=O)NC(=O)NCc2ccccc2)c1
  1% | 7% | -14% | -7% | 6% | 25% | 7% | 2%
COc1ccc(OCC(=O)N/N=C(\C)c2cc3ccccc3o2)cc1
  -1% | 5% | -32%[inhibitor] | 22% | -28% | 19% | 7% | -3%
COc1ccc(C(CC(=O)O)NC(=O)c2ccco2)cc1 (configuration not stated)
  -9% | 2% | -5%[57.5 µM] | 7% | -9% | -16% | -4% | -7%
CCOC(=O)C(CC)(CCC(=O)O)c1csc(N)n1 (configuration not stated)
  14% | 1% | i | -5% | 29% | 10% | 10% | -2%
O=C(NCC1CC1)c1ccc2sc([C@H]3C[C@H](O)[C@@H](CO)O3)nc2c1
  4% | -11% | -24% | -12% | -7% | 21% | 8% | -13%
C[C@H](CO)N1C[C@H](C)[C@@H](CN(C)S(=O)(=O)c2ccccc2)Oc2ccc(NS(=O)(=O)c3cccs3)cc2C1=O
  -6% | 3% | i | -3% | 33% | 20% | -7% | -17%
O=[N+]([O-])c1ccc(S(=O)(=O)c2ccccc2)nc1
  10% | -38%[inhibitor] | -59%[inhibitor] | 4% | -35% | ? | 12% | ?
Cc1cc(NC(=O)CCCn2nc([N+](=O)[O-])c(Br)c2C)no1
  7% | 4% | i | -3% | -21% | 11% | 4% | 11%
COc1ccccc1CNC(=O)Cc1ccccc1
  -2% | 1% | -19% | 6% | -5% | ? | 5% | 10%
O=C(OCC(=O)N1CCc2ccccc21)c1cncc(Br)c1
  -16% | -5% | -10% | -1% | 14% | -14% | 0% | ?
CCOC(=O)C1=C(C)NC(C)=C(C(=O)OCC)C1C(=O)OCC(=O)NC1(C#N)CCCCC1
  -61%[inhibitor] | 2% | i | 8% | 22% | 5% | 11% | -8%
COc1ccc(C(=O)N2CCNC(=O)C2CC(=O)Nc2ccc(C)c(C)c2)cc1 (configuration not stated)
  0% | 0% | i | -2% | 5% | 0% | 0% | -1%
CC(=O)c1ccc(OCC(=O)Nc2cccc(C(=O)Nc3c(C)n(C)n(-c4ccccc4)c3=O)c2)cc1
  14% | 0% | -31%[inhibitor] | -9% | -1% | 11% | 3% | 3%
O=c1cc(CSc2ccccc2)nc(-c2ccccc2)[nH]1
  -7% | -3% | i | 0% | -8% | -4% | -4% | -8%
CCN(C(=O)c1cc2c(=O)[nH]c3ccc(C)cc3c2s1)c1ccc(OC)cc1
  9% | -4% | -22% | 11% | 26% | -16% | -1% | 4%
CC(c1ccccc1C(O)c1ccccc1)N(C)C (configuration not stated)
  11% | -8% | -13%[57.5 µM] | 5% | -10% | 3% | 0% | 7%
Cc1ccc(NCc2n[nH]c(=S)n2Cc2ccccc2)cc1Cl
  10% | 20% | -42%[inhibitor] | -16% | 13% | 8% | 23% | -19%
CNc1c(NS(=O)(=O)c2ccc(C(C)(C)C)cc2)c(=O)oc2ccccc12
  5% | -6% | -25% | 0% | -1% | -10% | 15% | 1%
Cc1cc2nc(NC(=O)c3ccc(S(=O)(=O)N4CCOCC4)cc3)sc2cc1C
  / | -4% | -2% | / | -12% | 17% | / | /
COc1cc(NC(=O)COC(=O)/C=C/c2ccccc2Cl)cc(OC)c1
  10% | 0% | -16% | -17% | / | -7% | 9% | -5%
C=CCn1c(NC(=O)CC)c(C(=O)OCC)sc1=S
  -7% | -13% | -1% | 5% | -28% | 8% | -3% | 6%
CCOc1cc(C(=S)N2CCOCC2)ccc1OC(=O)c1ccc(C)cc1
  6% | -18% | -94%[inhibitor] | -27% | ? | 15% | 27% | -5%
COC(=O)C1=NN(N=O)C2(CC(=O)N(c3cc(C)cc(C)c3)C2=O)C1 (configuration not stated)
  -5% | / | -24% | -11% | 30% | -2% | 5% | -9%
O=C1CCCN1CCCNC(=S)Nc1ccc(Cl)cc1Cl
  4% | 3% | -9% | 5% | -4% | 7% | -4% | 11%
COc1ccc(C(=O)Nc2nnc(CCc3ccccc3)s2)c(OC)c1
  3% | -2% | -8% | -2% | 13% | 21% | 8% | -15%
CC1CCN(CC(=O)c2c[nH]c3ccccc23)CC1
  2% | 0% | -41%[inhibitor] | -5% | ? | -22% | 12% | -2%
COc1ccc(S(=O)(=O)N=N/C=C2\C=CC=CN2O)cc1OC
  4% | -2% | -4% | 10% | -1% | 11% | 13% | -6%
O=C(NC1CCCC1)C(c1ccccn1)N(C(=O)c1csnn1)c1ccccc1Br (configuration not stated)
  7% | -5% | 3% | 14% | 16% | -19% | 12% | -1%
CC(C)c1nnc(NC(=O)CCC(=O)Nc2ccc3cn[nH]c3c2)s1
  13% | -10% | i | -7% | 7% | 14% | 5% | -11%
COC(=O)c1ccccc1NC(=O)C1CCCN(S(=O)(=O)c2ccc(F)cc2)C1 (configuration not stated)
  8% | -5% | -79%[inhibitor] | -7% | -30% | 17% | 7% | -7%
Cc1ccc(S(=O)(=O)N2CCN(C(=O)c3ccc(Cl)nc3)CC2)cc1
  3% | 4% | -27% | -3% | 8% | 4% | 3% | -6%
CCCCNS(=O)(=O)c1ccc(S(=O)(=O)n2cnc3ccccc32)cc1
  3% | 1% | i | 0% | 8% | -11% | 8% | 10%
O=C(COC(=O)C1CCN(c2ccc(C(F)(F)F)cn2)CC1)Nc1ccc(F)cc1[N+](=O)[O-]
  9% | 2% | -31%[inhibitor] | -2% | 0% | -8% | 9% | -3%
CNc1nc2c(Cl)cc(Cl)cc2s1
  -6% | -8% | -33% | 1% | -24% | 8% | -1% | 6%
CCOc1ccc(-c2nc(C#N)c(NCc3ccc4c(c3)OCO4)o2)cc1
  -5% | 1% | -26% | -24% | 2% | 21% | 1% | -15%
COc1cc(NC(=O)CSc2nc(=O)n(CCCN3CCOCC3)c3c2CCC3)cc(OC)c1
  0% | -1% | -18% | 4% | 15% | 5% | 4% | 6%
O=C(OCC(=O)N1CCCC1=O)c1nc(Cl)c(Cl)c(Cl)c1Cl
  0% | 4% | -6% | 5% | -4% | 25µM* | 3% | 7%
Cc1ccc(-c2noc(CCC(=O)NCCCN3CCN(c4ccc(F)cc4)CC3)n2)cc1
  -4% | 8% | -18% | 9% | -4% | 12% | -9% | 11%
O=C(O)c1ccc(N/N=C/c2ccc(F)c(F)c2)cc1
  3% | -44%[inhibitor] | -46%[inhibitor] | -20% | 12% | ? | 10% | 2%
S=C1NC2(CCCCC2)Cc2ccccc21
  14% | -12% | -12% | -2% | 15% | ? | 14% | -11%
O=C(CSC1=NCCS1)NC1CCCC1
  -10% | 3% | -6%[57.5 µM] | 10% | 17% | 2% | 0% | 13%
CCc1ccc(NC(=O)COC(=O)CC2CCCC2)cc1
  -7% | -6% | i | -18% | / | 23% | 11% | ?
CSc1ccc(CN2C(=O)C(C)ON=C2c2ccccc2F)cc1 (configuration not stated)
  3% | 4% | -7% | ? | 17% | ? | 11% | -4%
CC(=O)c1cccc(NC(=O)c2cc(-c3ccco3)nc3ccccc23)c1
  4% | -12% | -6% | 3% | 23% | -4% | 8% | -2%
O=C(Nc1nnc(SCc2ccc(F)cc2)s1)C1=COCCO1
  -3% | -1%[1.84 µM] | -23% | 0% | 2% | 0% | 12% | 14%

Compound activity deposited in PubChem by National Center for Advancing Translational Sciences (NCATS).
